# BRCA1 expr up – BRCA1 expression activation; MCF7-BRCA1-FFLuc reporter, luminescence, 48 h; response scale: scaled: vehicle 0%, 10 µM genistein 100%; Potency, µM (doses to about 46.1 µM), for the others: at the top dose activation, hits mostly activators; 380,000 compounds, 1.1% hits; note: potency is the fitted concentration of half-maximal effect; nearly all actives have a fitted effect of over 80% in size; some results filed as inactive show a strong effect at the top dose
#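 MCF7-BRCA1-FFLuc, 2000 cells/well; 2 h attach, 37 °C/5% CO2; compound 48 h; luciferase substrate 15 min; luminescence end-point. Norm. to genistein 10 microM max activation and DMSO; concentration-response curves fitted.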
# TRPV1 ag – agonists of human vanilloid receptor 1 (TRPV1) | Q8NER1 | TRPV1-expressing cells, Fluo-8 calcium influx, agonist mode | activation, % at 8.33 µM | 320,000 compounds, 0.19% hits | AID 540275; in the data active = activation above about 80%; inconclusive = between about 30% and that limit; note: 0% is about no effect
#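 Cells expressing TRPV1 were dye-loaded with Fluo-8 and read kinetically: 10 s baseline, 3 min after compound (agonist portion), then 2 min after EC20 capsaicin (allosteric enhancer portion). Calcium-bound dye fluorescence at 480/520 nm.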
# Rab9 prom act – activates the Rab9 promoter. Huh7 Rab9 promoter-luciferase reporter, luminescence, 24 h. Potency, µM (highest dose often 9.22 µM), inactives show top-dose activation, negative = inhibition, actives largely listed as activators. 320,000 compounds, 2.8% hits. AID 485297; note: potency is the fitted concentration of half-maximal effect; % of control where 0% means no effect; nearly all actives have a fitted effect of over 60% in size
#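 Cell-based reporter: Huh7 stable for Rab9 promoter-driven luciferase, plated in reduced-serum medium with 10% FBS at 1500 cells/well, compound-treated 24 h at 37 °C, luminescence read after 10 min reagent.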
# RORgamma inh – inhibitors of mouse ROR gamma transcriptional activity; P51450; Drosophila S2 Gal4-RORgamma UAS-luciferase reporter, 20 h; Potency, µM (series often up to 53.6 µM), without a hit: at the top dose activity change, negative = inhibition, most hits filed as inhibitors; 310,000 compounds, 5.4% hits; AID 2551; note: potency is the fitted concentration of half-maximal effect; % is set by controls: 0 for no effect and ±100 for the full control effect; nearly all actives have a fitted effect of over 60% in size
#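 Stably transfected Drosophila Schneider cells are the test system, with ROR gamma fused to Gal4 and luciferase under UAS control; luminescence is read after 20 hr of 700 uM copper sulfate induction at ambient temperature.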
# FLuc counter – inhibits or activates purified firefly luciferase, miR-21 counter-screen. P08659. purified FLuc, Km substrates, luminescence inhibition. Potency, µM (top dose mostly 57.5 µM), for the others: at the top dose activity change, negative = inhibition, hits mostly inhibitors. 360,000 compounds, 6.9% hits;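 note: potency is the fitted concentration of half-maximal effect; plate controls were vehicle for no effect and reference inhibitor for full effect; nearly all actives have a fitted effect of over 55% in size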
# Target sequence (P08659 whole entry, looked up): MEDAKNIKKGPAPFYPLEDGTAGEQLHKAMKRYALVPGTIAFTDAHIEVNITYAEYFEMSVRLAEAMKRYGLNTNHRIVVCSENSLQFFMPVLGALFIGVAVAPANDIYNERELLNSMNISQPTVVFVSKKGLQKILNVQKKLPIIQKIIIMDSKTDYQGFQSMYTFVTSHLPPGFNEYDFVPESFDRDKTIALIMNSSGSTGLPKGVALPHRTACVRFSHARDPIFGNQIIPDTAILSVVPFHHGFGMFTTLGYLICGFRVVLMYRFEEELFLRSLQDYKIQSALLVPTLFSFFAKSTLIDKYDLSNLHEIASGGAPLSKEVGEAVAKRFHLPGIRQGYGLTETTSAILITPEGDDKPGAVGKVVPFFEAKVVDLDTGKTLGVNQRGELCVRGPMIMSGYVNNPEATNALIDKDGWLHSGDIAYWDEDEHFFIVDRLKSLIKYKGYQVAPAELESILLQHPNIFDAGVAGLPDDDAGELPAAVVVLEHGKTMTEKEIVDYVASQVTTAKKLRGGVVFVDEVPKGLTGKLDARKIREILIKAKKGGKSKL
#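 Biochemical qHTS of compounds, final roughly 60 µM downward over six points, against 10 nM purified firefly luciferase using Km concentrations of substrates (10 uM D-luciferin, 10 uM ATP) in Tris acetate pH 7.5 buffer; luminescence output.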
# p53 reactivator – mutant p53 re-activation in reporter cells; H1299 p53-A138V BP100-luciferase reporter, luminescence, 24 h; Potency, µM (series often up to 92.2 µM), for inactives: at the highest dose activity change, positive = activation, hits mostly activators; 320,000 compounds, 0.063% hits; note: potency is the fitted concentration of half-maximal effect; % of control where 0% means no effect; nearly all actives have a fitted effect of over 45% in size
#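 H1299 (p53-null), stable ts p53-A138V + BP100-Luc; 1000 cells/well, Opti-MEM/10% FBS; cpd 4 pt, 1:5; 24 h, 37 deg C, 5% CO2; detection reagent 10 min RT; luminescence.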
# ELG1 repair inh – ELG1-dependent DNA repair inhibition; 330,000 compounds, 2.3% hits; Potency, µM (top dose mostly 46.1 µM), inactives show top-dose activity change, negative = inhibition, actives largely listed as inhibitors; HEK293T ELG1-luciferase reporter, luminescence, 16 h; DNA damage induced by 5-fluorouridine; AID 504467; note: potency is the fitted concentration of half-maximal effect; % is set by controls: 0 for no effect and ±100 for the full control effect; nearly all actives have a fitted effect of over 55% in size
#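 Cells (2,000 per well) received 5-fluorouridine plus test compound or DMSO and were incubated 16 hr at 37 °C, 5% CO2. Luciferase activity was read by luminescence 30 min after ONE-Glo addition; signal suppression marked inhibition of damage-induced ELG1 function.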
# ELG1 genotoxic – induces genotoxicity in HEK293T cells with luciferase-tagged ELG1. HEK293T ELG1-luciferase reporter, luminescence, 16 h. Potency, µM (titrated, usually from 46 µM), without a hit: top-dose activity change, positive = activation, usual class: activators. 330,000 compounds, 1.3% hits. AID 504466; note: potency is the fitted concentration of half-maximal effect; % of control where 0% means no effect; nearly all actives have a fitted effect of over 60% in size
#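 Luminescence read-out: rising ELG1-luciferase signal, reflecting elevated ELG1 protein under genetic stress, flags genotoxic compounds. Cells were treated for 16 hr at 37 °C before ONE-Glo detection.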
# Tb PFK inh – blocks T. brucei phosphofructokinase; O15648; T. brucei PFK, ADP-Glo luminescence; Potency, µM (doses to about 57.5 µM), without a hit: top-dose activity, negative = inhibition, actives largely listed as inhibitors; 330,000 compounds, 0.17% hits;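 note: potency is the fitted concentration of half-maximal effect; 0% = uninhibited 1x PFK enzyme wells and -100% = no-enzyme wells; nearly all actives have a fitted effect of over 60% in size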
# Target sequence (O15648 whole entry, looked up): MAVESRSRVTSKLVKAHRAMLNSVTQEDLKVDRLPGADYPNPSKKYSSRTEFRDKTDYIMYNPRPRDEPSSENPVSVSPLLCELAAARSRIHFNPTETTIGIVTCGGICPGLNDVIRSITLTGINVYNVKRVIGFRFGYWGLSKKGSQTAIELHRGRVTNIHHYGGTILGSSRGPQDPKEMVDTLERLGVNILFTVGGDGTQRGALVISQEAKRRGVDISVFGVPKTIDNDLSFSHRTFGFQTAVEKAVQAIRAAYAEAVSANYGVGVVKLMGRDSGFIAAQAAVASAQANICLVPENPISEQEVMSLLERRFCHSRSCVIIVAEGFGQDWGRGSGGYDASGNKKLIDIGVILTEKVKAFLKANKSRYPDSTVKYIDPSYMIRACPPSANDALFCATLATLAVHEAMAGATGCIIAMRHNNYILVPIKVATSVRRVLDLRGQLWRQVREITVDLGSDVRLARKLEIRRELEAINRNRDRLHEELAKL
#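 ADP-Glo luminescence quantified ADP after 45 min at room temperature, with 1.25 nM T. brucei PFK, 0.1 mM ATP and 0.5 mM fructose-6-phosphate in pH 8.0 TEA buffer. qHTS titrations up to 57 µM; curves classified by quality.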
# NPC1 prom act – activators of NPC1 promoter. 320,000 compounds, 2.4% hits. AID 485313. Potency, µM (top dose mostly 9.22 µM), without a hit: top-dose activation, most hits filed as activators. Huh7 NPC1 promoter luciferase reporter, 24 h;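 note: potency is the fitted concentration of half-maximal effect; % of control where 0% means no effect; nearly all actives have a fitted effect of over 60% in size; reporter is driven by a mutant NPC1 promoter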
#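 Huh7 reporter cells (NPC1 promoter driving luciferase) are dosed with compound for 24 h at 37 °C, 5% CO2; luciferase detection reagent is then added and luminescence measured after 10 min at ambient temperature.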
# VP16 counter – inhibits Gal4-VP16 luciferase reporter, ROR gamma counter-screen; Drosophila S2 Gal4-VP16 UAS-luciferase, luminescence, 20 h; Potency, µM (top dose mostly 53.6 µM), for the others: top-dose activity, negative = inhibition, usual class: inhibitors; 310,000 compounds, 3.5% hits;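 note: Gal4-VP16 expression switched on by copper sulfate through the metallothionein promoter; potency is the fitted concentration of half-maximal effect; % is set by controls: 0 for no effect and ±100 for the full control effect; nearly all actives have a fitted effect of over 50% in size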
# The depositor's hits bear a star; ? = inconclusive; . = no result given; [ ] = dose if it differs, or a comment. Unless noted, calls come from the whole dose curve; as a rule, active = well fitted curve in the direction sought with a large enough effect; inconclusive = small, poorly fitted or top-dose-only effect, or another doubt; inactive = no such curve, though single readings can be large; an effect the other way counts as inactive or inconclusive. Hits appear at their usual frequency; about 15% have a hit in one of these screens.
item | SMILES | BRCA1 expr up | TRPV1 ag | Rab9 prom act | RORgamma inh | FLuc counter | p53 reactivator | ELG1 repair inh | ELG1 genotoxic | Tb PFK inh | NPC1 prom act | VP16 counter
1 | Cc1ccc(CCNC(=O)Cn2ccc3cc(S(=O)(=O)N4CCCC4)ccc32)cc1 | -24% | 1 | -7% | 21% | -2% | -8% | 4% | -7% | 1% | 0% | -2%
2 | Cc1cc(-c2ccccc2)nc2cc(C(N)=O)nn12 | -1% | -1 | 2% | ? | 3% | -6% | -8% | -2% | -5% | -3% | 4%
3 | O=C(NCCc1ccccc1)c1cnc2n(c1=O)CCS2 | 7.1µM* | 2 | 2.2µM* | 3% | ? | ? | ? | ? | -3% | ? | 0%
4 | N#CCOC(=O)[C@H](Cc1c[nH]c2ccccc12)NS(=O)(=O)c1ccc(Cl)cc1 | -18% | 13 | 0% | 1% | -1% | -2% | -1% | -3% | -5% | -3% | 13%
5 | O=C(NCCCN1CCCC1=O)c1ccc(S(=O)(=O)Nc2ccccc2)cc1 | -23% | 0 | -10% | . | -1% | -6% | -6% | 1% | -4% | 1% | .
6 | O=C(COC(=O)C1(c2ccccc2F)CCCC1)N1CCc2ccccc21 | -33% | 2 | -5% | -6% | 4% | -4% | ? | -1% | 0% | -4% | -8%
7 | CCOC(=O)c1ccc(S(=O)(=O)NCC(c2ccc(N(C)C)cc2)c2c[nH]c3ccccc23)cc1 (centres undefined) | -87%[inhibitor] | 3 | 4% | 8%[10 µM] | -3% | -2% | 1% | 8% | 0% | 0% | -9%
8 | O=C(c1ccc(Cl)cc1[N+](=O)[O-])N(Cc1ccccc1)Cc1ccccc1 | . | 0 | -3% | -14% | 0% | 2% | ? | -6% | 0% | -3% | -8%
9 | O=C(NCCCN1CCCC1=O)c1ccc2c(=O)n(-c3ccccc3F)c(=S)[nH]c2c1 | -5% | 0 | 1% | 21% | -8% | -4% | 4% | -1% | -2% | -3% | -9%
10 | Cc1c(NC(=O)c2ccccc2NS(=O)(=O)c2ccc(Br)cc2)c(=O)n(-c2ccccc2)n1C | 0% | 1 | -3% | 28% | -2% | -15% | -1% | -4% | 0% | 0% | 3%
11 | COc1ccc(Cn2c(-c3ccc(Cl)cc3)c[n+]3ccccc23)cc1 | 49% | -2 | 22% | ? | 19µM* | ? | ? | 15% | 17% | -3% | -18%
12 | O=C(c1ccc(S(=O)(=O)N2CCOCC2)cc1)N(c1ccc(F)cc1)C1C=CS(=O)(=O)C1 (centres undefined) | -8% | -2 | -10% | -22% | 3% | -2% | 10% | 1% | -5% | -1% | -19%[0.365 µM]
13 | CCOc1ccc(/C(O)=C2/C(=O)C(=O)N(CCCn3ccnc3)C2c2cccs2)cc1Cl (centres undefined) | -7%[1.84 µM] | 0 | 1% | ? | -14% | 18% | 13% | 0% | 3% | -3% | 23%
14 | O=C(c1cc2c(=O)n3ccccc3nc2s1)N1CCOCC1 | ? | -3 | 3.2µM* | 31% | 19µM* | ? | ? | 4.1µM* | -1% | 2.8µM* | 15%
15 | COc1ccc(C(=O)N2CCOC2CNC(=O)C(=O)NCCc2ccccc2OC)cc1 (centres undefined) | 3% | 4 | 7% | 31% | 3% | 6% | -7% | -1% | -5% | 0% | -9%
16 | O=C(Nc1cc(C(F)(F)F)ccc1N1CCOCC1)c1cccs1 | -3% | ? | -5% | 0% | 0% | -1% | -12% | 1% | -4% | 0% | 4%
17 | Fc1ccc(CSc2nnc(-c3cccnc3)n2Cc2ccco2)cc1 | 0% | -1 | 1% | 17% | 4% | -3% | 17% | 1% | 1% | -3% | -2%
18 | CN(C)C(CNC(=O)CCc1nc2cc(Cl)ccc2n(Cc2ccccc2)c1=O)c1ccccc1 (centres undefined) | -69% | 7 | -6% | . | 3% | 4% | -2% | 0% | -2% | -1% | .
19 | COc1ccccc1Cn1c(=S)[nH]c2cc(C(=O)NCCN(C)C)ccc2c1=O | -23% | -7 | 4% | 21% | 2% | 1% | -2% | 0% | -4% | -7% | -7%
20 | O=[N+]([O-])c1cccnc1N1CCOCC1 | 0% | -1 | 13% | 11% | -1% | 14% | 8% | 5% | -4% | -5% | 5%

21) COc1ccc(C2C(C(C)=O)=C(O)C(=O)N2c2nc3ccccc3s2)cc1OC (centres undefined)
22) Oc1ccc(Br)cc1CNc1nccs1
23) O=C(c1cc2ccccc2oc1=O)N1CCN(c2ccc(N3CCOCC3)nn2)CC1
24) C=CCC(O)(CCN1CCCCC1)c1ccccc1 (centres undefined)
25) Cc1ccc(C)c(OCc2cc(C(=O)N3CCN(C(=O)c4ccco4)CC3)no2)c1
26) CCOc1ccc(-n2c(=O)[nH]cc(C(=O)N3CCCc4ccccc43)c2=O)cc1
27) Cc1nn(CC(=O)c2ccc(Cl)cc2Cl)c(C)[n+]1N
28) CC1CCC2C(=O)N(c3ccc(C(=O)NCc4ccccc4)cc3)C(=O)C2C1 (centres undefined)
29) CCC(=O)Nc1ccccc1C(=O)N1CCCC1
30) CC1CCc2c(nc3ncnn3c2NCCc2ccccc2F)C1 (centres undefined)

Assay by compound,21,22,23,24,25,26,27,28,29,30
BRCA1 expr up,-4%,4%,13%,3%,?,-1%,-14%,2%,7%,0%
TRPV1 ag,-6,2,1,-2,22,-5,1,15,1,-4
Rab9 prom act,3%,-1%,-3%,6%,4.5µM*,-3%,2%,4%,-5%,0%
RORgamma inh,-10%,-5%,-19%,-1%,28%,5%,5%,29%,-16%,-39%
FLuc counter,?,0%,?,1%,19µM*,0%,-1%,1%,0%,?
p53 reactivator,-4%,6%,1%,8%,27%,-5%,-2%,4%,-4%,-3%
ELG1 repair inh,5%,-3%,?,7%,?,-1%,1%,-7%,13%,?
ELG1 genotoxic,4%,4%,-6%,1%,?,0%,0%,0%,0%,-7%
Tb PFK inh,-7%,-16%,-6%,3%,1%,2%,0%,1%,-5%,0%
NPC1 prom act,0%,-6%,2%,-1%,3.2µM*,-4%,-1%,0%,0%,-4%
VP16 counter,5%,0%,3%,-4%,-5%,0%,-10%,0%,-5%,-23%

# Excerpt, entries 21 to 22
21) COc1ccc(C2C(C(C)=O)=C(O)C(=O)N2c2nc3ccccc3s2)cc1OC (centres undefined)
22) Oc1ccc(Br)cc1CNc1nccs1

Assay by compound,21,22
BRCA1 expr up,-4%,4%
TRPV1 ag,-6,2
Rab9 prom act,3%,-1%
RORgamma inh,-10%,-5%
FLuc counter,?,0%
p53 reactivator,-4%,6%
ELG1 repair inh,5%,-3%
ELG1 genotoxic,4%,4%
Tb PFK inh,-7%,-16%
NPC1 prom act,0%,-6%
VP16 counter,5%,0%

# Part of the list above in order of molecular weight, lowest first:
29) CCC(=O)Nc1ccccc1C(=O)N1CCCC1
3) O=C(NCCc1ccccc1)c1cnc2n(c1=O)CCS2
12) O=C(c1ccc(S(=O)(=O)N2CCOCC2)cc1)N(c1ccc(F)cc1)C1C=CS(=O)(=O)C1 (centres undefined)

Assay by compound,29,3,12
BRCA1 expr up,7%,7.1µM*,-8%
TRPV1 ag,1,2,-2
Rab9 prom act,-5%,2.2µM*,-10%
RORgamma inh,-16%,3%,-22%
FLuc counter,0%,?,3%
p53 reactivator,-4%,?,-2%
ELG1 repair inh,13%,?,10%
ELG1 genotoxic,0%,?,1%
Tb PFK inh,-5%,-3%,-5%
NPC1 prom act,0%,?,-1%
VP16 counter,-5%,0%,-19%[0.365 µM]

# Source: PubChem (National Center for Advancing Translational Sciences (NCATS))
